Screens (PubChem BioAssay)
HIV Rev-RRE inh = HIV Rev-RRE protein-RNA interaction inhibition | hit rate 0.79% among 97,000 | inhibition, % at 8 µM | Rev peptide-RRE RNA binding, FRET;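 active = inhibition above the screen-wide mean plus 3 SD, cut at about 35% in these data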;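 also: 0% = median DMSO wells and 100% = median Neomycin B control wells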
Target sequence (P05866 whole entry, looked up): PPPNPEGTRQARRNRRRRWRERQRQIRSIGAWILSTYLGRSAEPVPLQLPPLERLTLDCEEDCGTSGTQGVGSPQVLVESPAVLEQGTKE
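System: Cy5-labelled duplex RRE RNA binding fluorescein-labelled HIV Rev peptide; Signal: fluorescein-to-Cy5 FRET, 480 nm excitation; Also added: labelled Rev peptide; Compound: one concentration, 8 µM nominal; Buffer or medium: HEPES pH 7.5 salt buffer with EDTA; Read-out: % inhibition of FRET ratio versus controls; Schedule: 5 min preincubation and 15 min binding, 25 °C.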
S1P2 agonist = activates the human S1P2 receptor; S1P2-expressing cell line, agonist reporter read-out; activation, % at 4.5 µM; hit rate 0.46% among 97,000; AID 729; in the data active = activation above about 16%;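 also: 0% = vehicle low control and 100% = maximal reference agonist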
S1P2 antag = S1P2 (human) receptor antagonism. O95136. cell-based S1P2 antagonist assay, inhibition at 5 uM. inhibition, % at 5 µM. hit rate 0.21% among 97,000. AID 736; in the data active = inhibition above about 45%;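 also: CRE beta-lactamase reporter cells expressing human S1P2 stimulated with S1P; 0% = agonist at EC80 alone and 100% = agonist plus reference antagonist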
PostGolgi ctrl = yeast control strain growth, post-Golgi counter-screen. efflux-deficient yeast background strain, growth absorbance A615, 16 h. inhibition, % at 10 µM. hit rate 5% among 98,000
PTPN22 act = increases human PTPN22 phosphatase activity. Q9Y2R2. recombinant LYP, DiFMUP fluorescence; 0 = plate median, 100 = signal doubled. activation, % at 2 µM. hit rate 0.11% among 96,000. AID 697;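 active = activation at 2 µM above a set limit, the mean plus 5 SD, cut at about 37% in these data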
PostGolgi yeast = growth inhibition of a yeast mutant, post-Golgi transport screen. inhibition, % at 10 µM. post-Golgi transport phenotypic cell assay. hit rate 0.9% among 98,000;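 also: yeast cells grown in 1536-well plates; yeast grown about 18 h at 30C before absorbance read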
EphB4 antag = blocks human EphB4 binding to ephrin-B2; P54760; EphB4 LBD / TNYL-RAW-Alexa532 peptide, fluorescence polarization; inhibition, % at 7 µM; hit rate 0.15% among 97,000; AID 720;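 active = inhibition above the screen-wide mean inhibition plus 3 SD, cut at about 15% in these data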;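 also: 0% = DMSO wells and 100% = excess unlabeled TNYL-RAW peptide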
FAK inh = blocks human focal adhesion kinase activity. biochemical FAK kinase activity assay. inhibition, %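 (tested at 7 µM)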. Q05397. hit rate 0.84% among 97,000; in the data active = inhibition above about 19%;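 also: 0% = DMSO and 100% = reference compound high control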
Target sequence (Q05397 whole entry, looked up): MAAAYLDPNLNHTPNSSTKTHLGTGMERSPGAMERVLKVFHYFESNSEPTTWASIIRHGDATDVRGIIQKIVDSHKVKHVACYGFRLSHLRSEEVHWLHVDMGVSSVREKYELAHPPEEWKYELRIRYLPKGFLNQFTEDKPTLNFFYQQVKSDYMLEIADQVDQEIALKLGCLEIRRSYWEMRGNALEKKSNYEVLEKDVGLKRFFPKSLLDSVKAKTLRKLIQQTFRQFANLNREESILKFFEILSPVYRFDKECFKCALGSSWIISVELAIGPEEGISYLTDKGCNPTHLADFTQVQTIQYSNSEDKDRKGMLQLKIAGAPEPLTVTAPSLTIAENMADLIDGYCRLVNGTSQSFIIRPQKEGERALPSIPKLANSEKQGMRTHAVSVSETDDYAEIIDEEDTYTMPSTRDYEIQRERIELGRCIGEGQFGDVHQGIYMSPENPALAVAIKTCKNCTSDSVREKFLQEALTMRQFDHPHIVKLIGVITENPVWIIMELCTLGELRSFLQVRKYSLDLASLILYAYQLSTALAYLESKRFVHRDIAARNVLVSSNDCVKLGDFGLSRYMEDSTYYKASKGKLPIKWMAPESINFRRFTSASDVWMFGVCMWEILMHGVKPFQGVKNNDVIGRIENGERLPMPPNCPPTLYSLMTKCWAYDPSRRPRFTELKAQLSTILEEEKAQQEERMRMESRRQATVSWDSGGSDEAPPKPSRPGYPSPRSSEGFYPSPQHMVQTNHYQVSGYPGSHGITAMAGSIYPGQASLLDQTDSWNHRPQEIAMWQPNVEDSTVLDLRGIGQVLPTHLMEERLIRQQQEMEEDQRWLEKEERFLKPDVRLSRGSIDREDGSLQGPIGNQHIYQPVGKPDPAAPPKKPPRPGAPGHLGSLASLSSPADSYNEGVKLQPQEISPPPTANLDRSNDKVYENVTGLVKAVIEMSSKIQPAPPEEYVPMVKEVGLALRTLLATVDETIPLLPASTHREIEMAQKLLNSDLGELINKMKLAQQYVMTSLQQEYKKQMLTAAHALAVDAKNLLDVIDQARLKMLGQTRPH
PTPN22 inh 2 = inhibitors of human LYP (PTPN22) phosphatase | Q9Y2R2 | recombinant LYP catalytic domain, DiFMUP fluorescence | inhibition, % at 2 µM | hit rate 0.21% among 96,000;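 active = inhibition at 2 µM at or above a set limit, the screen mean plus 3 SD, cut at about 24% in these data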;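 also: 0% = DMSO with enzyme and 100% = enzyme fully blocked by orthovanadate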
Numbers without * were called inactive; nt = not tested or not shown. Rule as the data show it, unless noted: active = inhibition above about 30%; inactive = the rest.

Start of the listing, in advance:
Results follow in this order: HIV Rev-RRE inh	S1P2 agonist	S1P2 antag	PostGolgi ctrl	PTPN22 act	PostGolgi yeast	EphB4 antag	FAK inh	PTPN22 inh 2
- O=C(CSc1nnnn1-c1cccc2ccccc12)Nc1ccc(N2CCOCC2)c(Cl)c1
→ -2	0	-35	6	6	5	6	-1	-3
- CCN1C(=O)CC(N2CCN(c3ccc(C(=O)c4ccncc4)cc3)CC2)C1=O (stereo not drawn)
→ 12	-7	20	10	0	2	-6	-1	1

Results, from the first entry:
Results follow in this order: HIV Rev-RRE inh	S1P2 agonist	S1P2 antag	PostGolgi ctrl	PTPN22 act	PostGolgi yeast	EphB4 antag	FAK inh	PTPN22 inh 2
- O=C(CSc1nnnn1-c1cccc2ccccc12)Nc1ccc(N2CCOCC2)c(Cl)c1
→ -2	0	-35	6	6	5	6	-1	-3
- CCN1C(=O)CC(N2CCN(c3ccc(C(=O)c4ccncc4)cc3)CC2)C1=O (stereo not drawn)
→ 12	-7	20	10	0	2	-6	-1	1
- Cc1cccc(C)c1NC(=O)CSc1nnc(NC(=O)CN2CCOCC2)s1
→ 10	-4	14	-7	-2	-19	6	-3	5
- CC1(C)CC(=O)C2=C(C1)OC(c1ccncc1)C(C#N)=C2N (stereo not drawn)
→ -1	0	2	9	2	2	-5	0	-2
- O=C(COc1ccc2ccccc2c1)Nc1cccc2cccnc12
→ 14	-3	10	14	-1	-1	1	13	0
- CCOC(=O)C1=C(C)N=C2SC(C)C(=O)N2C1c1ccc(OCC)c(OCC)c1 (stereo not drawn)
→ 3	1	7	3	-11	-3	0	0	9
- COc1ccc(CC(=O)Nc2ccc(-c3cn4ccccc4n3)cc2)cc1OC
→ 6	-1	-6	-6	-10	11	3	1	9
- CC(C(=O)NCc1ccco1)n1nc(-c2ccccc2)c2cc(Cl)ccc21 (stereo not drawn)
→ 6	-3	5	20	-9	9	3	-3	6
- Cc1cccc(NC(=O)CN(C)S(=O)(=O)c2cccs2)c1
→ 12	-4	-21	-5	-5	24	8	0	5
- Cc1ccc(S(=O)(=O)c2nc(C(C)(C)C)oc2N2CCOCC2)cc1
→ 2	0	-7	8	5	7	-2	0	-6
- CC(C)C(NC(=O)C1CCCCC1)C(=O)NC1CCN(Cc2ccccc2)CC1 (stereo not drawn)
→ 4	-3	19	-1	3	-8	-1	3	-2
- CCCc1cc2c(c(NC(C)=O)n1)c(=O)oc1ccccc12
→ 6	-4	-15	-1	-6	5	-4	-6	9
- Cc1ccc(CC2CC(=O)N(c3ccc(Cl)cn3)C2=O)cc1 (stereo not drawn)
→ 0	-4	-14	10	-3	-4	-13	-2	2
- Cc1ccc2c(c1)CC1(CN2C)C(=O)OC(C)(C)OC1=O
→ 5	-6	7	-3	-10	4	-2	0	13
- O=C(Nc1ccn(Cc2c(F)c(F)cc(F)c2F)n1)c1ccc(COc2ccc(Cl)cc2Cl)o1
→ 4	-1	5	7	-11	-6	-2	4	10
- Cc1ccc(S(=O)(=O)NNC(=O)CCC(=O)Nc2ccc(C)c(C)c2)cc1
→ 3	-3	15	3	1	0	2	-2	4
- O=C(CSc1ncn[nH]1)Nc1ccccc1C(=O)O
→ 5	-2	19	4	-3	4	-6	-2	3
- N#CCCSc1ncnc2c1oc1ccccc12
→ 7	-8	-17	8	-6	-3	2	0	5
- CC(=O)C1=C(O)C(=O)N(CCc2c[nH]c3ccccc23)C1c1cccc(O)c1 (stereo not drawn)
→ 8	-6	6	3	6	-6	8	-2	-2
- CC(C)c1ccc(-c2nc(N3CCCCC3)[nH]c(=O)c2C#N)cc1
→ 3	-3	14	1	6	-9	-1	-1	-11
- CCOCCc1nnc(NC(=O)Cc2ccc(Br)cc2)s1
→ 10	-2	-7	6	5	-5	-1	2	-2
- O=C(CSCCO)Nc1ccccc1
→ 6	-1	-9	5	10	0	5	-2	-11
- NC(=O)CN1CCN(C(=O)NC2CCCCC2)CC1
→ 6	-7	-16	6	5	-11	-4	-4	-8
- CCOC(=O)CSc1nnc(-c2ccccc2)c(=O)[nH]1
→ 4	-2	10	-4	-4	-1	-6	0	5
- Cc1cccc(OCc2nnc(SCC(=O)N3CCN(C(=O)c4ccco4)CC3)n2C)c1C
→ 0	-2	-5	26	4	-2	-3	0	-6
- O=C(NCCc1ccccc1)c1cccnc1N1CCCCCC1
→ 10	-4	10	8	0	2	5	6	4
- CCn1c(SCC(=O)Nc2ccc3c(c2)OCCO3)nnc1-c1ccccn1
→ 4	-6	-7	-1	5	-7	-7	0	-7
- CCOc1cc(CNc2ccccc2)cc(Br)c1OCc1ccc(F)cc1
→ 6	1	3	10	0	8	1	-1	-5
- O=C(Nc1ccc(-c2nnco2)cc1)c1ccccc1
→ 3	2	-9	8	-3	2	1	1	2
- Cc1ccc(NC2=C(Cl)C(=O)OC2NC(=O)c2ccccc2)cc1 (stereo not drawn)
→ 5	-7	10	nt	21	nt	2	0	-18
- COC(=O)C1C(=O)OC(C)(C)C1C(C)C(=O)c1ccccc1 (stereo not drawn)
→ 14	-2	-1	-1	-3	3	5	-3	5
- COc1cccc(NC(=O)N2CCCC(C(=O)Nc3ccccc3OC)C2)c1 (stereo not drawn)
→ 3	-5	8	3	-9	-1	-1	-1	9
- Cc1cc(NC(=O)CCC(=O)N(CC(=O)NCC2CCCO2)Cc2ccc(F)cc2)no1 (stereo not drawn)
→ 8	-3	-6	nt	-6	nt	6	2	6
- C/C(N)=C(/C#N)C(=O)CSc1nnc(Nc2ccccc2C)s1
→ 0	-8	11	9	-2	-1	2	9	6
- COc1ccc(OCC(O)Cn2c(=N)n(CCN3CCOCC3)c3ccccc32)cc1 (stereo not drawn)
→ -3	-4	-4	2	2	2	6	1	-2
- CC1(C)C2([N+](=O)[O-])CN(CCO)CC1([N+](=O)[O-])CN(CCO)C2
→ 11	-1	-3	nt	10	nt	2	-1	-11
- CCN(C(=O)CSc1nc2ccccc2n1CCc1ccccc1)C1CCS(=O)(=O)C1 (stereo not drawn)
→ 5	-3	9	18	-7	-1	4	0	10
- Cc1nnc(N2CCN(Cc3ccccc3)CC2)[nH]c1=O
→ 3	-3	5	-22	-2	-1	-2	0	0
- CC1Cn2c(nnc2-c2cc3ccccc3cc2O)S1 (stereo not drawn)
→ 2	-11	-9	2	-2	-3	-1	2	-5
- COc1ccc(-n2cnc3cc(NCc4ccco4)ccc32)cc1
→ -5	-5	-5	9	-7	10	-5	5	6
- NC(=O)c1ccccc1NC(=O)c1ccccc1F
→ 6	-2	5	6	19	-3	-1	1	-21
- CCCc1cc2c(cc1NC(=O)c1ccccc1C)OCO2
→ 3	0	21	1	-8	0	1	6	10
- Cc1cc2cc(C(c3nnnn3C3CCCC3)N(Cc3cccnc3)Cc3ccco3)c(=O)[nH]c2cc1C (stereo not drawn)
→ 5	-2	-3	8	-5	-5	-7	-1	6
- CCCC(C)C(=O)Nc1ccc(NC(C)=O)cc1 (stereo not drawn)
→ 9	-2	-8	7	-7	0	1	0	9
- CCOc1ccc(C(=O)Nc2nnc(C)s2)cc1OCC
→ -1	-7	-30	-2	3	26	-7	0	-5
- Cc1csc(NC(=O)Cc2c[nH]c3ccccc23)n1
→ 5	-6	-2	7	5	-5	4	1	-2
- COc1cccc(C(=O)/C=C/Nc2ccc(S(=O)(=O)Nc3cccc(C(C)=O)c3)cc2)c1
→ 0	-6	16	42*	-6	4	-4	2	10
- COc1ccc(OC)c(N(CC(=O)Nc2cccnc2)S(=O)(=O)c2ccccc2)c1
→ 14	-3	17	8	-4	3	-5	-3	7
- CC(=O)Nc1ccc2c(c1)CCC2=O
→ 7	-8	12	9	12	-5	5	9	-8
- N#Cc1c(-c2ccco2)cc(-c2ccc(F)cc2)nc1N
→ 17	-2	1	25	-4	5	1	-1	2
- O=C(CCc1nc(-c2ccccc2)no1)NCc1ccco1
→ 1	-4	-2	4	-1	-4	3	-5	-1
- CCn1c(C(=O)N2CCC(Cc3ccccc3)CC2)cc2sccc21
→ 1	-10	21	18	-14	-1	1	1	15
- CCOC(=O)c1c(C)nc2c(c1-c1cc(OC)c(OC)c(OC)c1)C(=O)c1ccccc1-2
→ -1	1	-31	26	-4	-2	1	4	4
- COc1ccc(S(=O)(=O)N2CCCC2C(=O)Nn2cnnc2)cc1 (stereo not drawn)
→ 5	-3	14	-7	3	4	1	4	-5
- CCOC(=O)N1CCN(c2nc3ccccc3nc2C(C#N)C(=O)NCCc2ccccc2)CC1 (stereo not drawn)
→ 4	-1	5	0	8	7	-7	-4	-8
- N#Cc1cc2c(nc1SCC(=O)N1CCCCC1)CCCCC2
→ 11	-5	-21	15	-2	16	-7	1	-1
- O=S(=O)(NCc1ccc(Cl)cc1)c1cnc[nH]1
→ 6	1	-8	4	2	4	-4	0	-8
- Cc1ccc(C(=O)NCCc2nnc(SCC(=O)Nc3nc(-c4ccccc4)cs3)n2C)cc1
→ 11	0	12	nt	1	nt	0	-1	-2
- COCC(=O)Nc1nc2ccccc2s1
→ 11	-4	-3	11	-6	0	1	-5	9
- Cc1nc2ccccc2c(=O)n1/N=C/c1ccc(O)cc1
→ 7	-3	11	2	1	17	7	0	-4

Later entries:
Results follow in this order: HIV Rev-RRE inh	S1P2 agonist	S1P2 antag	PostGolgi ctrl	PTPN22 act	PostGolgi yeast	EphB4 antag	FAK inh	PTPN22 inh 2
- CCOC1CCCCC1NS(=O)(=O)c1ccc(Cl)cc1 (stereo not drawn)
→ 1	-9	-3	15	-5	-3	6	2	1
- O=C(c1ccccc1)N1CCN(C2CC(=O)N(CCc3ccccc3)C2=O)CC1 (stereo not drawn)
→ 3	-6	22	2	-6	19	3	3	7
- CCC(C)N(C(=O)Cn1nnc2ccccc21)C(C(=O)Nc1ccc(F)cc1)c1cccc(OC)c1 (stereo not drawn)
→ 8	-6	9	9	-4	10	7	-4	8
- CCC(=O)N1C(C(=O)NCc2ccc(OC)cc2)CSC1c1ccc(OC)cc1 (stereo not drawn)
→ 6	-3	5	-1	5	1	-4	0	-8
- CC(=O)Nc1ccc(Sc2ncccc2C(=O)Nc2ccc(F)cc2)cn1
→ 2	-7	17	11	-2	-1	-4	6	5
- CC(=O)c1c(C)[nH]c(C(=O)CSc2nc3ccccc3c(=O)n2CCCN2CCOCC2)c1C
→ 5	-5	6	-1	4	26	-6	-2	-6
- NC(=O)C1CCN(C(=O)c2cc3n(n2)C(C(F)(F)F)CC(c2ccco2)N3)CC1 (stereo not drawn)
→ -1	-3	0	-2	10	-5	-10	-3	-12
- CCSc1nc2ccc(OC)cc2cc1C#N
→ 5	0	-1	nt	-3	nt	7	-3	2
- Cc1cc(C)nc(N2CCCC(C(=O)Nc3ccc4nc(C)c(C)nc4c3)C2)n1 (stereo not drawn)
→ 7	4	-12	8	-9	19	0	-1	10
- CCN1CCN(C(=O)Nc2cccc3ccccc23)CC1
→ 0	0	1	4	13	-6	-3	1	-12
- Cc1ccc(Nc2nc(=O)c3cccnc3s2)cc1
→ 13	-3	18	6	-4	5	3	1	6
- Cc1cnc(NC(=O)COc2ccccc2)s1
→ 1	2	0	9	-8	10	-7	-3	7
- Cc1ccnc(NS(=O)(=O)c2ccc(NC(=O)c3ccc(C)o3)cc2)n1
→ 6	-4	-7	nt	8	nt	-1	-1	-9
- Cc1nn(C)cc1C1Nc2ccccc2C(=O)N1O (stereo not drawn)
→ 2	-3	-2	nt	1	nt	2	1	-1
- CC(=O)n1c2ccccc2c2ccccc21
→ 5	-4	-1	4	-5	1	-1	4	8
- O=C(Cc1cccs1)N1CCC(c2nc3c(nnn3Cc3ccccc3Cl)c(=O)[nH]2)CC1
→ 6	-1	3	28	4	4	8	5	-3
- CCC(=O)c1ccc(OCCN2CCOCC2)cc1
→ 3	-4	-13	7	-2	2	2	-2	-3
- O=C(c1ccccc1)N1CCN(CC2CC=CCC2)CC1 (stereo not drawn)
→ -4	-2	-11	1	0	17	-4	-3	-4
- CC(=O)c1ccc(N2CCN(C(=O)c3ccc4c(=O)n(-c5ccccc5)c(=O)[nH]c4c3)CC2)cc1
→ 5	-4	16	-2	10	-3	-4	1	-3
